CHRM5 antagonist: human M5 muscarinic receptor antagonists, primary screen, CHO cells, Fluo-8 calcium fluorescence | Muscarinic acetylcholine receptor M5 (Homo sapiens), P08912 | CHO-hM5 cells, ACh EC80 | inhibition, % at 3 µM | hit rate 0.59% among 360,000 | AID 624040, 2012;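 active means inhibition above a per-plate cutoff, the mean of that plate's test compounds plus 3 SD, cut at about 27% in these data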;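 further: 0% = acetylcholine EC80 with DMSO and 100% = DMSO without agonist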
Target sequence (P08912 whole entry, looked up): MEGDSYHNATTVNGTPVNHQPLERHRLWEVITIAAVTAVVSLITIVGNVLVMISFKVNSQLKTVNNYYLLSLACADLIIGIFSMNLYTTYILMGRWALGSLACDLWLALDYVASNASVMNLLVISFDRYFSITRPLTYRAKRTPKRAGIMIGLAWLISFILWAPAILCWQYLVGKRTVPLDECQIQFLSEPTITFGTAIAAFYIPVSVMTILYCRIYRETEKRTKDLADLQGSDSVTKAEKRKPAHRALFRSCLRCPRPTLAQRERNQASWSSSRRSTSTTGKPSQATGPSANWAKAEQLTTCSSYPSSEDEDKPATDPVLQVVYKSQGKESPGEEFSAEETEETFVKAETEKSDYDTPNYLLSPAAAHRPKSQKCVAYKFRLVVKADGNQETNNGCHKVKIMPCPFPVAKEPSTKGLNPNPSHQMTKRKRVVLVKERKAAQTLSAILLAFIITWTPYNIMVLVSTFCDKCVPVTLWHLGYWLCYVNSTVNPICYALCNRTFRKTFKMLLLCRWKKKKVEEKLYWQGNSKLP
TAAR1 agonist: human TAAR1 agonists, primary screen, Fluo-8 calcium fluorescence, CHO RD-HGA16 cells | vehicle wells 0%, saturating PEA agonist 100% | hit rate 0.99% among 360,000 | activation, % at 3 µM | AID 624467, 2012;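 active means activation above the mean activation of all test compounds in the run plus 3 SD, cut at about 38% in these data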
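Benchmarks: low control DMSO, high control PEA (EC100); System: CHO RD-HGA16 cells carrying human TAAR1 plus Gα16; Detection: Fluo-8 fluorescence, 5 s baseline then 140 s kinetic read; Schedule: 17-24 h plating, Fluo-8 75 min 37 °C, 30 min RT; Read-out basis: % activation from peak over basal fluorescence ratio, DMSO-to-PEA scaled.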
CHRM1 agonist: human M1 muscarinic receptor agonists, primary screen, Fluo-8 calcium fluorescence, CHO-K1 cells, HTS | CHO-K1 hM1, agonist mode; 0% DMSO, 100% acetylcholine EC100 | activation, % at 3 µM | hit rate 0.33% among 360,000 | AID 588814, 2011;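 active means activation above the run's mean compound activation plus 3 SD, cut at about 16% in these data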;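 further: peak over basal fluorescence ratio within a 140 s kinetic read after compound addition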
CHRM4 agonist: human M4 muscarinic receptor agonists, primary screen, CHO-K1 cells, Fluo-8 calcium fluorescence | AID 624127, 2012 | Muscarinic acetylcholine receptor M4 (Homo sapiens), P08173 | hit rate 0.14% among 360,000 | activation, % at 3 µM | CHO-K1 hM4/Gqi5; vehicle 0%, full acetylcholine response 100%;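 active means activation above the run mean over all test wells plus 3 SD, cut at about 32% in these data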;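 further: peak over basal fluorescence ratio per well then scaled between controls; 0% = DMSO wells and 100% = acetylcholine at EC100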
Target sequence (P08173 whole entry, looked up): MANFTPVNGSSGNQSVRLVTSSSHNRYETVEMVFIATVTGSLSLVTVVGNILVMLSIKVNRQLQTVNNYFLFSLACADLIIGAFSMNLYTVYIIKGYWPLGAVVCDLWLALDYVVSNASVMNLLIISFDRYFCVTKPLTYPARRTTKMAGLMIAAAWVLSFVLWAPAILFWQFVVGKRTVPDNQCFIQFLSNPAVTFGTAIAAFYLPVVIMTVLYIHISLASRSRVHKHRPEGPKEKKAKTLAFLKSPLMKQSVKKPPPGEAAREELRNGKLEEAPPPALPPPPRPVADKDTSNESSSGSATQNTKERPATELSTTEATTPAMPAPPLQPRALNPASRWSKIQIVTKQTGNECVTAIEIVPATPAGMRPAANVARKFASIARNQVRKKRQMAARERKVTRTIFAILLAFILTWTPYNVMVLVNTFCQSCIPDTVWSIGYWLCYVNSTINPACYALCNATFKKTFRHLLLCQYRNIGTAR
CHRM1 PAM: human M1 muscarinic receptor positive allosteric modulators, primary screen, CHO-K1 cells, Fluo-8 calcium fluorescence, 1536-well | Muscarinic acetylcholine receptor M1 (Homo sapiens), P11229 | CHO-K1 hM1, ACh EC20; 0% = ACh EC20, 100% = maximal ACh | activation, % at 3 µM | hit rate 0.088% among 360,000 | AID 588819, 2011; in the data active means activation above about 19%, passing the limit was not always enough
CHRM5 agonist: human M5 muscarinic receptor agonists, primary screen, CHO-K1 cells, Fluo-8 calcium fluorescence; CHO-K1 hM5 cells; 0% DMSO wells, 100% maximal acetylcholine response; activation, % at 3 µM; hit rate 0.19% among 360,000; AID 624037, 2012;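 active means activation above the run's mean over test compounds plus 3 SD, cut at about 23% in these data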;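 further: signal is peak over basal fluorescence ratio across the kinetic read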
CHRM1 antagonist: human M1 muscarinic receptor antagonists, primary screen, CHO-K1 cells, Fluo-8 calcium fluorescence, 1536-well; inhibition, % at 3 µM; CHO-K1 hM1, ACh EC80 antagonist; hit rate 1.3% among 360,000; AID 588852, 2011; Muscarinic acetylcholine receptor M1 (Homo sapiens), P11229;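 active means percent inhibition above its own plate's cutoff, namely the mean of that plate's compound wells plus 3 SD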;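 further: peak over basal fluorescence ratio during 140 s after agonist addition; 0% = ACh EC80 plus DMSO and 100% = DMSO alone without agonist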
M4 antag: human M4 muscarinic receptor antagonists, primary screen, CHO cells, Fluo-8 calcium fluorescence; hit rate 0.73% among 360,000; AID 624125, 2012; Muscarinic acetylcholine receptor M4 (Homo sapiens), P08173; CHO-hM4 cells, ACh EC80; inhibition, % at 3 µM;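 active means inhibition above its plate's cutoff, the mean inhibition of sample wells plus 3 SD, cut at about 27% in these data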;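 further: 0% = acetylcholine EC80 with DMSO and 100% = DMSO without agonist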
CHRM5 PAM: human M5 muscarinic receptor positive allosteric modulators, primary screen, CHO-K1 cells, Fluo-8 calcium fluorescence; Muscarinic acetylcholine receptor M5 (Homo sapiens), P08912; CHO-K1 hM5, ACh EC20 PAM; 0% = ACh EC20, 100% = ACh EC100; activation, % at 3 µM; hit rate 0.3% among 360,000;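 active means activation above the run cutoff, the mean activation of all test compounds plus 3 SD, cut at about 18% in these data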
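Measured by: Fluo-8 calcium fluorescence; material: human M5 receptor in CHO-K1 cells; schedule: Post-acetylcholine fluorescence recording 140 s; benchmarks: low control EC20 acetylcholine (0%), high control EC100 acetylcholine (100%); read-out: Max/basal fluorescence ratio as % of EC20–EC100 ACh window; compound: single dose, 3 µM nominal final test concentration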
The depositor's hits bear a star; / = no result given. Only part of the results is shown; rates above refer to the full screens.

SMILES	CHRM5 antagonist	TAAR1 agonist	CHRM1 agonist	CHRM4 agonist	CHRM1 PAM	CHRM5 agonist	CHRM1 antagonist	M4 antag	CHRM5 PAM
COc1cc(C(=O)NCc2ccc(C)cc2)ccc1OC(F)F	7.2	-1.4	-5.3	-1.2	7.5	-2.2	1.0	-5.2	-0.2
CO/N=C(\N)c1ccc([N+](=O)[O-])cc1	-4.0	4.2	-6.1	0.4	7.7	-1.0	-2.1	-4.7	0.6
CCCC(=O)NCCc1nc2cc([N+](=O)[O-])ccc2n1C	-10.5	1.1	-4.8	1.7	5.4	0.3	-7.2	-5.1	1.2
COc1cc(/C=C2/SC(=S)N(CC(=O)O)C2=O)ccc1OC(=O)c1cccs1	7.5	3.9	-4.2	-0.1	7.1	-5.7	-6.0	3.8	-0.3
CCOC(=O)c1c[nH]c2c(Cl)ccc(Cl)c2c1=O	3.1	-0.5	4.0	-1.4	15.1	1.1	-29.5	1.4	2.1
Cc1cccc(-n2c(O)c(C=NC3CCS(=O)(=O)C3)c3ccccc3c2=O)c1 (stereo not drawn)	-10.5	3.5	0.5	1.1	3.5	-0.9	-29.0	3.1	-0.2
CN(CC(=O)Nc1ccc(Cl)cc1)C(=O)CCc1ccccc1	15.0	0.1	-5.0	3.0	10.3	-2.3	-9.8	-2.4	-1.9
Cc1cc2cc(CCNC(=O)CC(C)(C)C)c(=O)[nH]c2cc1C	-1.8	-0.7	-1.4	1.8	-5.0	-1.3	8.8	-21.2	-8.0
N#Cc1ccc(OCC(=O)Nc2nc(-c3ccncc3)cs2)cc1	1.7	3.4	-0.5	1.1	17.9	0.8	-16.6	-10.8	5.1
NCCCCc1ccc2ccc3cccc4ccc1c2c34	6.0	27.8	-2.5	5.6	13.3	-0.9	-2.5	1.8	5.2
CCN1CC2([N+](=O)[O-])CC=C(OC)C([N+](=O)[O-])(C1)C2 (stereo not drawn)	-5.8	3.0	-3.5	0.5	0.2	1.8	-1.8	3.2	3.2
COc1cc(OC)cc(C(=O)NCC(=O)OCc2cc(=O)oc3cc(OC)ccc23)c1	8.7	0.0	-0.8	0.9	8.6	-1.4	-6.8	-0.1	-1.7
CNS(=O)(=O)c1cccc(C(=O)OCC(=O)Nc2ccc(Cl)cc2F)c1	8.3	1.1	-2.2	1.2	-8.7	-1.4	23.1	8.7	-1.6
O=C(COc1ccc(Cl)cc1)Nc1ccc2oc(-c3ccncc3)nc2c1	-0.3	4.5	-2.6	1.3	4.2	-6.1	-3.5	-2.4	-3.0
CN(C)c1nccc(N(Cc2ccccc2)Cc2ccccc2)c1C#N	5.2	-0.8	-4.5	-0.1	-21.9	-11.3	54.7*	3.8	-14.8
Cc1nc2cc(NC(=O)COc3ccc(C#N)cc3)ccc2n1-c1ccccc1	6.8	8.3	-3.5	5.5	-0.2	-3.2	5.0	-4.2	-8.2
Cc1cc(C)cc(OCC(=O)NNC(=O)CC(C)c2ccccc2)c1 (stereo not drawn)	4.0	0.1	-4.2	1.1	3.1	-1.3	-5.7	1.3	-1.9
Cc1ccc(NC(=O)CCn2nc(C)cc2C)c(C)c1	1.9	4.7	-2.0	0.1	5.7	-1.1	-38.4	9.8	-3.0
COc1cc2c(cc1NC(=O)C1CCCO1)oc1ccccc12 (stereo not drawn)	-1.7	13.7	-4.3	-0.6	-2.6	0.3	8.7	-7.2	1.7
Cc1nc(CS(=O)(=O)c2ccc(Cl)cc2)cc(Sc2ccc(Cl)cc2)n1	0.9	14.2	-0.1	2.4	2.0	-1.7	1.1	-5.2	-5.3
CCN(CC)CCCN=Cc1c(O)n(-c2ccc(C)cc2)c(=O)c2ccccc12	9.6	-0.1	-6.1	3.4	6.4	-4.2	-4.5	-3.9	-4.8
Cc1nn(-c2ccccc2)c2c1C1(C(=O)Nc3ccccc31)N1C(=N2)Sc2ccccc21 (stereo not drawn)	-4.8	/	3.8	0.1	6.4	3.9	-30.3	-1.2	3.0
CCOCCCn1c(=S)[nH]c2cc(C(=O)N3CCN(C4CCCCC4)CC3)ccc2c1=O	20.7	-1.9	-14.1	0.6	0.8	-6.8	-6.0	-8.6	-4.4
C#CCOCCOCCOCCNc1nc(N2CCN(C(=O)Cn3cc(CCCN=C(N)N)nn3)CC2)nc(N2CCN(C(=O)Cn3cc(CC(C)O)nn3)CC2)n1 (stereo not drawn)	9.3	10.6	-3.4	1.6	1.1	2.4	-3.6	-1.8	-6.6
Cn1c(=O)[nH]c(=O)c2c1nc(N)n2Cc1ccccc1	0.6	2.8	-7.4	0.4	6.1	-3.5	-0.8	-6.4	3.8

The last 2 entries of the section above are carried over, then new ones follow:
SMILES	CHRM5 antagonist	TAAR1 agonist	CHRM1 agonist	CHRM4 agonist	CHRM1 PAM	CHRM5 agonist	CHRM1 antagonist	M4 antag	CHRM5 PAM
C#CCOCCOCCOCCNc1nc(N2CCN(C(=O)Cn3cc(CCCN=C(N)N)nn3)CC2)nc(N2CCN(C(=O)Cn3cc(CC(C)O)nn3)CC2)n1 (stereo not drawn)	9.3	10.6	-3.4	1.6	1.1	2.4	-3.6	-1.8	-6.6
Cn1c(=O)[nH]c(=O)c2c1nc(N)n2Cc1ccccc1	0.6	2.8	-7.4	0.4	6.1	-3.5	-0.8	-6.4	3.8
Cc1ccc(NC(=O)CCc2c(C)nc3ncnn3c2C)nc1	1.0	8.0	-5.1	0.3	4.4	0.5	-1.1	10.5	-2.8
CCc1cccc(CC)c1NC(=O)COC(=O)/C(C#N)=C/c1ccc(OC)cc1	-3.9	1.0	-9.7	1.2	2.6	-4.0	-2.8	-1.4	5.3
Cn1c(Cc2csc(N)n2)nnc1SC/C=C/c1ccccc1	-0.8	1.0	-3.9	0.4	3.4	-1.3	-25.0	1.1	4.8
COc1cccc(CNC(=O)[C@@H]2CCCN2C(=O)[C@H]2CCCCN2)c1	-7.6	4.0	/	1.1	/	-1.1	/	-20.6	-2.1
CCc1ccc(OC2=NS(=O)(=O)c3ccccc32)cc1	7.6	5.5	-1.5	0.8	5.8	-0.7	1.6	-3.2	-3.9
CC(=O)NCCNC(=O)Cn1nnc(-c2ccccc2)c1COc1ccc2ccccc2c1	0.1	1.5	-1.4	1.1	-2.4	-0.9	4.1	5.9	0.9
COCCNS(=O)(=O)c1ccc(SC)cc1	4.6	0.0	-2.0	2.9	1.7	3.8	-7.0	8.7	-7.6
COc1cccc(/C=N/NC(=O)c2nc(-c3ccccc3)cc(-c3ccccc3)n2)c1	0.8	8.3	-3.1	3.8	1.4	-0.6	-8.9	-5.3	-0.5
Cc1oc(-c2ccc(Cl)cc2)nc1CS(=O)CC(=O)NCc1ccco1 (stereo not drawn)	17.4	-0.9	-1.6	13.7	4.0	-2.8	-6.4	-7.9	-10.9
O=C(NCc1ccccc1)c1c(O)c2ccccc2[nH]c1=O	17.3	0.4	-1.3	0.8	-4.8	-1.5	10.8	7.1	-7.2
COc1cccc(OC)c1NC(=O)CN(C)S(=O)(=O)c1ccc2c(c1)OCCO2	-2.7	0.2	-4.2	1.2	8.8	-2.5	-11.0	-12.0	1.7
O=C(NCC(c1cccs1)N1CCOCC1)c1cc(-c2ccc(F)cc2)nc2ccccc12 (stereo not drawn)	14.4	5.5	-5.4	9.6	-7.0	-4.8	13.1	-12.2	-9.5
O=c1[nH]ncc(N2CCCCC2)c1Cl	7.9	3.6	-10.0	0.8	6.6	-5.5	-16.3	1.3	-6.0
CC(=O)N1CCN(CC(c2ccccc2)c2ccccc2)CC1	4.7	1.7	-8.5	0.2	-0.4	-15.4	-5.5	-5.4	-4.0
O=C(NCCCN1CCOCC1)c1ccc(NS(=O)(=O)c2ccccc2)cc1	3.2	0.5	-5.1	1.2	5.2	-1.4	2.2	2.0	-3.8
CCOC(=O)c1cnc2cc(C)ccn2c1=O	7.4	-0.3	-3.4	0.9	9.3	-3.1	-8.2	-3.2	-5.4
O=C(CSC1=NC(=O)C(Cc2ccccc2)C(=O)N1)Nc1ncc(Br)cc1Br (stereo not drawn)	1.7	5.2	-4.2	1.1	8.1	-0.3	-9.3	-2.0	-7.7
CC1CCCC(C)N1C(=O)COC(=O)c1ccc2c(c1)OCO2 (stereo not drawn)	-8.8	-0.4	-2.5	1.4	8.1	0.0	-3.6	-8.4	9.0
CC(C)(C)c1ccccc1NC(=O)NC1CCN(Cc2c(F)cccc2Cl)CC1	3.5	0.3	-7.1	1.1	7.0	-2.7	-12.5	2.8	2.4
CC/C(=N\NC(=O)c1ccc(CN(C)S(=O)(=O)c2ccc(C)cc2)cc1)c1ccc(OC(F)F)cc1	-1.6	-1.1	-5.5	1.2	2.5	0.0	-3.9	4.8	-3.8
CC(CCc1ccccc1)NC(=O)CN(C)Cc1ccc(F)cc1 (stereo not drawn)	-3.8	4.0	4.2	0.1	1.0	-3.9	0.8	-1.8	-2.4
O=C1C2CCCN2C(=O)N1CCCCN1CCN(c2ccccc2)CC1 (stereo not drawn)	2.0	9.4	-8.8	-0.2	9.6	-4.3	-6.3	8.5	-0.6
O=C(CSc1nnc(COc2ccc(Br)cc2)o1)N1CCOCC1	-9.2	10.0	-7.4	2.7	15.6	-1.8	-7.0	1.7	-4.0
CCOC(=O)Cc1cc(=O)[nH]c(Nc2nc3ccccc3o2)n1	-4.3	13.2	-3.2	0.7	3.5	2.7	-7.2	-3.1	1.6
O=C(NCCc1cccs1)C1CC(c2ccccc2[N+](=O)[O-])=NO1 (stereo not drawn)	5.0	46.5*	-4.2	3.6	0.3	2.9	-9.1	3.2	-10.6
Cc1ccc(S(=O)(=O)N(C)c2c(C)ccc(S(=O)(=O)Nc3ccncc3)c2C)cc1	0.8	4.9	-7.9	0.2	1.0	-2.4	-0.2	6.2	1.6
O=S(=O)(c1cc(F)ccc1F)N1CCN2CCCC2C1 (stereo not drawn)	5.5	1.0	-8.8	0.7	1.5	-16.1	-2.3	-3.8	6.4
Cc1ccc(SC(C)C(=O)NCC(C)C)cc1 (stereo not drawn)	1.8	-1.7	-5.9	-0.3	1.2	0.9	-5.7	-3.9	-1.6
CCOC(=O)C(C)n1cnc2c(nnn2Cc2ccc(Cl)cc2)c1=O (stereo not drawn)	-2.7	16.7	-1.2	2.6	2.8	4.1	-2.9	-3.1	-4.6
COC(=O)c1nc2n(n1)C(c1cccc(Cl)c1)C1=C(CCCC1=O)N2 (stereo not drawn)	-1.1	1.6	2.0	3.0	4.6	-1.2	-8.6	-2.4	-0.7
